Screens: PubChem BioAssay, National Center for Advancing Translational Sciences (NCATS)
HP1b binding inh: blocks HP1-beta chromodomain binding to methylated histone tails. AlphaScreen HP1-beta / biotin-H3K9me3 peptide binding. Potency, µM (series often up to 114 µM), for inactives: top-dose activity change, negative = inhibition, actives largely listed as inhibitors. 390,000 compounds, 0.56% hits; also: potency is read from the fitted curve at half-maximal effect; nearly all actives have a fitted effect of over 70% in size; inactives centre near 23
Target sequence (P83916 whole entry, looked up): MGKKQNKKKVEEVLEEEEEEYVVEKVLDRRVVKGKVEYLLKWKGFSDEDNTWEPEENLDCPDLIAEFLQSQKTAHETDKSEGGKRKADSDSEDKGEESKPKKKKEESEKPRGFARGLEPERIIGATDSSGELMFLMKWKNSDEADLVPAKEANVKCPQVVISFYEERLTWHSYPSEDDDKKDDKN
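AlphaScreen: HP1-beta (50 nM) preformed 30 min with biotin-H3(1-18)K9me3 peptide (50 nM) in PBS pH 7.4, 0.01% Tween-20. Compound added for 30 min at RT, then streptavidin donor/nickel chelate acceptor beads (10 ug/mL) for 30 min.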
TrxR1 inh: rat TrxR1 inhibition; O89049; recombinant rTrxR1, NADPH fluorescence consumption, selenite substrate; Potency, µM (highest dose often 114 µM), for inactives: at the highest dose activity change, negative = inhibition, hits mostly inhibitors; 390,000 compounds, 1% hits; AID 588453; also: potency is read from the fitted curve at half-maximal effect; % is scaled to controls: 0 for no effect and ±100 for the full control effect; nearly all actives have a fitted effect of over 65% in size
Target sequence (O89049 whole entry, looked up): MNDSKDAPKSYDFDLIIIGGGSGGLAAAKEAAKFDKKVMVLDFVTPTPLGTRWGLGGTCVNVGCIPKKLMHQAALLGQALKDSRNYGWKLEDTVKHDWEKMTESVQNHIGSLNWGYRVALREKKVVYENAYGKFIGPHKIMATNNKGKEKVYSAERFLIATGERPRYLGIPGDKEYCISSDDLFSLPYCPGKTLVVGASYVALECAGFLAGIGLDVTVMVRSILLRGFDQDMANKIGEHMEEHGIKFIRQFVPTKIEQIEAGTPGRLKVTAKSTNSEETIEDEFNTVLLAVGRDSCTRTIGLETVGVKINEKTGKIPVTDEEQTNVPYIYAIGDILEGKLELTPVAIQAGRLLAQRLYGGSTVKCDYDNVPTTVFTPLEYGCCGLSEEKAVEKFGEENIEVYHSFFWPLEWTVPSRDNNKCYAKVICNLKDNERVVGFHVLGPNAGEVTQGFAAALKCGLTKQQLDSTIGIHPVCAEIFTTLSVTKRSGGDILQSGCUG
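Rat TrxR1 (90 nM in the dispensed reagent) was pre-reduced with 400 uM NADPH for 5 min at room temperature, then incubated with compound for 15 min. After 400 uM selenite was added, NADPH fluorescence (Ex 340/Em 450 nm) was followed for 8 min.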
Tb PGK inh: T. brucei PGK inhibition; PGK/GAPDH coupled, Kinase-Glo luminescence, 60 min; 380,000 compounds, 0.043% hits; AID 602233; Potency, µM (doses to about 57.5 µM), without a hit: top-dose activity change, negative = inhibition, usual class: inhibitors; also: potency is read from the fitted curve at half-maximal effect; % is scaled to controls: 0 for no effect and ±100 for the full control effect; nearly all actives have a fitted effect of over 60% in size
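Recombinant glycosomal PGK reaction used 1,3-bisphosphoglycerate generated in-well by GAPDH (100nM final) in 100mM TEA pH 7.6, 5mM MgCl2, 0.01% Tween-20. After 60 minutes at room temperature, ATP was read by Kinase-Glo Plus luminescence end-point.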
PI4K2A inh: blocks human PI4K2A kinase activity; purified PI4K2A, ADP-Glo luminescence, 1 h; stronger effect = lower value; 420,000 compounds, 0.13% hits; AID 1346378; activity change, negative = inhibition, % at 76.9 µM; in the data active = activity change below about -50%; inconclusive = mostly about -30% to -49%;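 also: -100% = wells without enzyme as full effect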
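In this quantitative HTS, ADP production by PI4K2A was quantified luminescently after 1 h at ambient temperature; 100 microM adenosine served as plate-quality control.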
GLS inhibitor: inhibitors of human glutaminase (GLS). GLS enzymatic activity, qHTS titration. Potency, µM (top dose mostly 45.5 µM), for the others: top-dose activity change, negative = inhibition, most hits filed as inhibitors. 410,000 compounds, 0.21% hits; also: potency is read from the fitted curve at half-maximal effect; % is scaled to controls: 0 for no effect and ±100 for the full control effect
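hKGA; 45 mM KH2PO4 pH 8.2 + 0.02% Tween-20; cpd via pin tool; 1 mM Gln soln; GluOx/HRP/Amplex Red; RT 30 min; fluor. t0 & final.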
IDH1 R132H inh: human IDH1 R132H inhibition; IDH1-R132H enzyme, NADPH consumption, diaphorase/resazurin fluorescence; O75874; Potency, µM (doses to about 76.6 µM), inactives show at the top dose activity change, negative = inhibition, usual class: inhibitors; 390,000 compounds, 0.093% hits; also: potency is read from the fitted curve at half-maximal effect; % is scaled to controls: 0 for no effect and ±100 for the full control effect; nearly all actives have a fitted effect of over 65% in size
Target sequence (O75874 whole entry R132H, stated change not applied): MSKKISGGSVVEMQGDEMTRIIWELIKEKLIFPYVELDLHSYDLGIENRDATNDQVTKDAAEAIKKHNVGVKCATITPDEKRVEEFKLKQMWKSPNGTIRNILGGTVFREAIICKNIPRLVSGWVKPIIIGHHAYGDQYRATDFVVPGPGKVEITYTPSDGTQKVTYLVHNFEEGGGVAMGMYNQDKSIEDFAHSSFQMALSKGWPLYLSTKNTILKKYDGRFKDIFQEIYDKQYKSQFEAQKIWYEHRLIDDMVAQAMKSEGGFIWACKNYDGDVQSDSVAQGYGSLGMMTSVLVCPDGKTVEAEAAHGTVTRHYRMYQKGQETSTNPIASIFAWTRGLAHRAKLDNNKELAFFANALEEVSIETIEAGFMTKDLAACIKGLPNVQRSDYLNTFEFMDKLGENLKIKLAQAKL
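IDH1-R132H (0.5 ug/mL dispensed) in pH 7.5 Tris buffer was preincubated 30 min with compound, then given a substrate mix of 0.016 mM NADPH and 2 mM alpha-KG for 80 min at room temperature; remaining NADPH was read by diaphorase/resazurin fluorescence.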
Pin1 inhibitor: inhibitors of human Pin1; Q13526; Pin1 FP peptide displacement, HiFluor488, 10 min; Potency, µM (series often up to 115 µM), inactives show at the top dose activity, negative = inhibition, most hits filed as inhibitors; 390,000 compounds, 0.009% hits; active = well fitted inhibition curve with a large enough effect in the polarisation, with a control signal flat, not every such curve was filed as active; inconclusive = small, poorly fitted or top-dose-only effect, or effect the other way, or a change in a side signal; inactive = no such curve, though single readings can be large or run the other way; the % refers to the polarisation; also: potency is read from the fitted curve at half-maximal effect; % is scaled to controls: 0 for no effect and ±100 for the full control effect
USP1-UAF1 inh: inhibitors of human USP1/UAF1 deubiquitinase; O94782; recombinant USP1/UAF1, Ub-Rhodamine cleavage fluorescence; Potency, µM (doses to about 57.1 µM), without a hit: at the top dose activity change, negative = inhibition, usual class: inhibitors; 390,000 compounds, 0.23% hits; AID 743255; also: potency is read from the fitted curve at half-maximal effect; % is scaled to controls: 0 for no effect and ±100 for the full control effect; nearly all actives have a fitted effect of over 60% in size; inactives centre near -12
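USP1/UAF1 complex at 1 nM was preincubated with compound for 15 min at room temperature, then Ub-Rho substrate (150nM final) was added. Fluorescence (480/540 nm) was read kinetically, 6 reads every 60 seconds.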
TrxR1 substrate: substrates of rat thioredoxin reductase 1; purified TrxR1 substrate turnover, NADPH consumption readout; O89049; 390,000 compounds, 0.01% hits; Potency, µM (titrated, usually from 114 µM), inactives show at the top dose activity change, negative = substrate turnover; AID 588456; also: potency is read from the fitted curve at half-maximal effect; % is scaled to controls: 0 for no effect and ±100 for the full control effect; nearly all actives have a fitted effect of over 50% in size
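Rat TrxR1, dispensed at 90 nM, was prereduced with 400 uM NADPH (final) for 5 min at ~22 deg C, then incubated with compound 15 min before 400 uM selenite. A first-read NADPH fluorescence drop versus no-compound background flagged substrates.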
* hit, by the source's call; i = inactive; ? = inconclusive; nt = no result given; [ ] = remark or other dose. Unless noted, calls follow the shape of the dose curve; as a rule, active = well fitted curve in the direction sought with a large enough effect; inconclusive = small, poorly fitted or top-dose-only effect, or another doubt; inactive = no such curve, though single readings can be large; an effect the other way counts as inactive or inconclusive. Some of the compounds tested; rates above refer to the full screens.

| no. | Structure | HP1b binding inh | GLS inhibitor | Tb PGK inh | TrxR1 inh | TrxR1 substrate | PI4K2A inh | IDH1 R132H inh | Pin1 inhibitor | USP1-UAF1 inh |
| --- | --- | --- | --- | --- | --- | --- | --- | --- | --- | --- |
| 1 | Cn1c(/C=C/c2ccccc2)nc2ccccc2c1=O | 21% | 76%[activator] | -8% | -13% | -3% | -6 | 9% | 0% | -3% |
| 2 | Cc1ccc(-n2nnnc2SCC(=O)c2ccc3c(c2)NC(=O)CO3)c(C)c1 | -4% | 10% | -2% | 11% | 6% | 1 | 3% | 1% | -16% |
| 3 | CCN=c1sc(C(=O)NCCc2ccccc2)cc(=O)n1CC | 12% | -2% | -9% | ? | 0%[57.1 µM] | 2 | 3% | -7% | -10% |
| 4 | O=C(OCc1ccccc1)N1CCC2CC1c1cc(-c3cc4ccccc4o3)ccc12 (centres undefined) | nt | -1% | -7% | nt | nt | -4 | 13% | nt | -29% |
| 5 | COC(=O)c1ccc(NC(=O)c2cc[n+]([O-])cc2)cc1 | 70%[activator] | -6% | i | 16% | 2% | -7 | 0% | -16% | -22% |
| 6 | Cc1ccc(C2NC(=O)CCC2[N+](=O)[O-])cc1 (centres undefined) | -23% | -10% | -5% | 16%[57.1 µM] | -2%[57.1 µM] | 1 | -3% | -5% | -3% |
| 7 | CCN(CC)CCCCN1c2ccccc2Sc2ccccc21 | -20% | -12% | 2% | 8% | 4% | -9 | 10% | 0% | -3% |
| 8 | CSc1ccc(CN2CCC(n3nccc3NC(=O)c3ccccc3C)CC2)cc1 | 5% | 4% | 1% | 4% | 2% | 0 | 10% | -4% | -16% |
| 9 | COc1ccc(C(=O)CN2C(=O)N(c3ccc(C(C)=O)cc3)S(=O)(=O)c3ccccc32)cc1 | 1% | -11% | -1% | 8%[57.1 µM] | -1%[57.1 µM] | 1 | -1% | 26% | ? |
| 10 | O=C(NCc1cccnc1)c1cccc(Cl)c1 | 52%[activator] | 1% | -7% | 15%[57.1 µM] | 0%[57.1 µM] | 2 | 7% | -4% | -16% |
| 11 | O=S1(=O)N=C(N2CCN(c3ccc(F)cc3)CC2)c2ccccc21 | 6% | 14% | -8% | 24% | 5% | 1 | -2% | 0% | -5% |
| 12 | CC(C(=O)NCC1CCCCC1)N(C)Cc1ccc(Cl)cc1 (centres undefined) | 73%[activator] | -4% | 8% | -7% | -4% | 1 | 0% | 1% | -30% |
| 13 | COC(=O)CNC(=O)CSc1nnc(-c2ccc(OC)cc2)n1CC(C)C | 18% | -8% | i | 28%[57.1 µM] | 4%[57.1 µM] | 6 | 2% | -12% | -8% |
| 14 | O=[N+]([O-])c1cc(-c2nc(-c3ccccc3)no2)ccc1NCCc1ccccc1 | 45%[activator] | 2% | -6% | 6% | 1% | 11 | 6% | 0% | -30% |
| 15 | O=[N+]([O-])c1cc(Br)c(OCc2nnc(-c3ccccc3)o2)c(Br)c1 | -3% | 2% | -15% | 26% | 3% | 1 | 4% | 1% | -22% |
| 16 | Cc1ccc(C)c(SCc2nc3sc(C(=O)O)c(C)c3c(=O)[nH]2)c1 | 27% | 9% | -6% | 10% | 1% | 6 | 0% | 0% | -6% |
| 17 | COc1ccc(S(=O)(=O)NC(Cc2ccccc2)C(=O)O)cc1 (centres undefined) | 53%[activator] | 4% | nt | 16% | 2% | -2 | 4% | -5% | -4% |
| 18 | O=C(CNC(=O)c1ccccc1F)N/N=C/c1cc(Br)ccc1OCc1ccccc1 | 39%[activator] | -5% | nt | 26% | -7% | 6 | 6% | 18% | -12% |
| 19 | O=C(Nc1cc(C(=O)N2CCCC2)ccc1N1CCCC1)c1ccccc1 | 11% | -4% | i | 16% | 7% | -6 | -1% | 2% | -3% |
| 20 | O=C(NC1CCCc2ccccc21)c1cccc(S(=O)(=O)N2CCN(c3ccccc3)CC2)c1 (centres undefined) | 15% | 1% | -3% | 38%[activator] | 9% | 6 | 5% | 8% | -15% |
| 21 | Cc1onc(-c2ccccc2)c1C(=O)Nc1sc2c(c1C#N)CCC(C)C2 (centres undefined) | 27% | 2% | -9% | 37%[activator] | 27% | -4 | 1% | 19% | -7% |
| 22 | CCCCc1nn2c(=O)cc(COC(=O)CNC(=O)c3ccccc3C)nc2s1 | 8% | 1% | 6% | -3%[57.1 µM] | -5%[57.1 µM] | 0 | -3% | -4% | -5% |
| 23 | Cc1ccc2c(COC(=O)c3ccccc3OC(F)F)cc(=O)oc2c1 | 8% | -9% | -4% | 8%[57.1 µM] | 4%[57.1 µM] | -4 | 4% | 6% | -7% |
| 24 | CN(Cc1nc2ccccc2c(=O)[nH]1)C(=O)C1CC(=O)N(c2cccc3ccccc23)C1 (centres undefined) | 40%[activator] | -1% | -1% | 13% | 3% | 9 | 4% | -2% | -12% |
| 25 | COCCN(C(=O)CNC(=O)c1ccco1)C(C(=O)NC1CCCC1)c1ccc(F)cc1 (centres undefined) | 10% | 0% | 2% | 8% | 1% | 2 | 5% | -2% | -19% |

A stretch of the results above, for reference:
| no. | Structure | HP1b binding inh | GLS inhibitor | Tb PGK inh | TrxR1 inh | TrxR1 substrate | PI4K2A inh | IDH1 R132H inh | Pin1 inhibitor | USP1-UAF1 inh |
| --- | --- | --- | --- | --- | --- | --- | --- | --- | --- | --- |
| 1 | Cn1c(/C=C/c2ccccc2)nc2ccccc2c1=O | 21% | 76%[activator] | -8% | -13% | -3% | -6 | 9% | 0% | -3% |
| 2 | Cc1ccc(-n2nnnc2SCC(=O)c2ccc3c(c2)NC(=O)CO3)c(C)c1 | -4% | 10% | -2% | 11% | 6% | 1 | 3% | 1% | -16% |
| 3 | CCN=c1sc(C(=O)NCCc2ccccc2)cc(=O)n1CC | 12% | -2% | -9% | ? | 0%[57.1 µM] | 2 | 3% | -7% | -10% |

Profiles as entered above.
CCCCc1nn2c(=O)cc(COC(=O)CNC(=O)c3ccccc3C)nc2s1 is listed with HP1b binding inh = 8%; GLS inhibitor = 1%; Tb PGK inh = 6%; TrxR1 inh = -3%[57.1 µM]; TrxR1 substrate = -5%[57.1 µM]; PI4K2A inh = 0; IDH1 R132H inh = -3%; Pin1 inhibitor = -4%; USP1-UAF1 inh = -5%
CCN(CC)CCCCN1c2ccccc2Sc2ccccc21 is listed with HP1b binding inh = -20%; GLS inhibitor = -12%; Tb PGK inh = 2%; TrxR1 inh = 8%; TrxR1 substrate = 4%; PI4K2A inh = -9; IDH1 R132H inh = 10%; Pin1 inhibitor = 0%; USP1-UAF1 inh = -3%

The results go on.
| no. | Structure | HP1b binding inh | GLS inhibitor | Tb PGK inh | TrxR1 inh | TrxR1 substrate | PI4K2A inh | IDH1 R132H inh | Pin1 inhibitor | USP1-UAF1 inh |
| --- | --- | --- | --- | --- | --- | --- | --- | --- | --- | --- |
| 26 | CC(C)(C)NC(=O)C(OC(=O)c1cccs1)c1ccccc1 (centres undefined) | 31% | 3% | i | 35% | 6% | 4 | 2% | 1% | -9% |
| 27 | OC(COCc1ccccc1)CN1CCCC1 (centres undefined) | 24% | 11% | nt | 24% | 14% | 5 | 2% | 1% | -20% |
| 28 | CN(c1ccccc1)S(=O)(=O)c1cccc(NC(=O)Nc2ccc(Cl)cc2C#N)c1 | 45%[activator] | -18% | -11% | -12%[57.1 µM] | -4%[57.1 µM] | 2 | 4% | -2% | -3% |
| 29 | CCN(CC)S(=O)(=O)c1ccc(C)c(NC(=O)CN2CCN(C)CC2)c1 | ? | -5% | -7% | 2% | -1% | 8 | -7% | 5% | -18% |
| 30 | CC1CCCCN1c1nc(-c2ccc(C(C)(C)C)cc2)nc2ccccc12 (centres undefined) | 66%[activator] | 3% | nt | 17% | 8% | -6 | nt | 29% | -4% |
| 31 | NC1=NC(=O)CC(C(=O)NCCc2ccccc2)S1 (centres undefined) | 24% | 3% | 0% | 5% | 9% | 0 | 0% | 4% | 5% |
| 32 | COc1ccc(Nc2nc(C(=O)NCc3ccco3)cs2)cc1 | -10% | 20% | 3% | -7% | -8% | -2 | -1% | 0% | -2% |
| 33 | Cc1ccc(S(C)(=O)=NC(=O)NC(=O)c2c(F)cccc2Cl)cc1 (centres undefined) | 18% | -12% | i | 11%[57.1 µM] | -21%[57.1 µM] | -1 | 1% | -7% | -17% |
| 34 | COc1ccc(S(=O)(=O)N2CCOC2CNC(=O)C(=O)NCCCN2CCCC2=O)cc1OC (centres undefined) | nt | 1% | -1% | nt | nt | 1 | -3% | nt | -2% |
| 35 | O=C(Nc1cccc2c1[nH]c(=O)c1ccccc12)C(F)(F)F | nt | -3% | -2% | nt | nt | 0 | -2% | nt | -23% |
| 36 | COc1ccccc1CNCCS(=O)(=O)NCc1ccccc1 | 53%[activator] | 4% | -1% | -34% | -2% | 0 | -6% | 8% | -26% |
| 37 | CCC(CC)C(=O)Nc1ccccc1-n1cccc1 | -6% | -5% | -5% | -6% | -10% | 4 | 8% | -1% | -23% |
| 38 | N#Cc1cn(-c2ccccc2)nc1-c1ccc2c(c1)OCCO2 | 23% | -2% | 3% | 9% | 10% | -2 | 1% | 1% | -13% |
| 39 | CCN(CC)S(=O)(=O)c1ccc2c(c1)c(=O)c(C(=O)N1CCOCC1)cn2C | 24% | -13% | -5% | 8% | -5% | 4 | 1% | -1% | -3% |
| 40 | COc1cc(C)ccc1OCCCCN1CC(C)OC(C)C1 (centres undefined) | ? | -1% | -11% | 45%[57.1 µM] | 5%[57.1 µM] | -8 | 1% | -15% | -4% |
